AGP1 TOR yeast = alters AGP1-GFP fluorescence in TOR pathway yeast screen; S. cerevisiae AGP1-GFP multiplex flow cytometry, 3 h; GFP as percent of DMSO wells; hit rate 0.02% among 320,000; GFP response vs DMSO, % at 10 µM;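 active means GFP response relative to DMSO above a set limit, near screen average plus 3 SD, cut at about 150% in these data; inconclusive means fewer than 70 cells counted for the yeast strain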;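 further: median GFP channel fluorescence of the gated AGP1 strain per well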
CIT2 TOR yeast = modulators of TOR pathway CIT2-GFP in S. cerevisiae. hit rate 0.065% among 320,000. S. cerevisiae CIT2-GFP strain, flow cytometry, 3 h; 100 means same as DMSO wells. GFP response vs DMSO, % at 10 µM;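 active means GFP response relative to DMSO above a set limit, near the screen mean plus 3 SD, cut at about 150% in these data; inconclusive means Fewer than 70 cells measured for a yeast strain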;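 further: ratio of well median GFP fluorescence to mean of DMSO wells on the plate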
MEP2 TOR yeast = modulators of TOR pathway MEP2-GFP in S. cerevisiae; GFP response vs DMSO, % at 10 µM; AID 2016; hit rate 0.51% among 330,000; S. cerevisiae MEP2-GFP strain, flow cytometry GFP, 3 h; 100% = DMSO control level;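 active means GFP response versus DMSO above a set limit, roughly screen mean plus 3 SD, cut at about 180% in these data; inconclusive means fewer than 70 cells counted for a yeast strain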;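 further: median GFP fluorescence of the barcode-gated MEP2-GFP cells per well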
LAP4 TOR yeast = modulators of TOR pathway LAP4-GFP in S. cerevisiae; S. cerevisiae LAP4-GFP multiplex, flow cytometry GFP, 3 h; median GFP as percent of DMSO wells; hit rate 0.34% among 320,000; GFP response vs DMSO, % at 10 µM;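 active means GFP response vs DMSO above a set limit, about the screen mean plus 3 SD, cut at about 150% in these data; inconclusive means under 70 cell events counted for the yeast strain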
GRK2 inh = blocks RNA aptamer binding to human GRK2 | bead flow cytometry, FAM-aptamer displacement from GRK2 | inhibition of aptamer binding, % at 10 µM | P25098 | hit rate 0.59% among 330,000;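 active means inhibition of aptamer binding above 40%, roughly 3 SD of noise, on plates passing a quality check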;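 further: median bead fluorescence of bound FAM aptamer so fluorescent compounds give negative values; no value below 0 was filed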
RPL19A TOR yeast = modulators of TOR pathway RPL19A-GFP in S. cerevisiae; S. cerevisiae RPL19A-GFP strain, flow cytometry, 3 h; stronger effect = lower value; percent response vs DMSO, % at 10 µM; hit rate 0.3% among 330,000; AID 2025;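 active means percent response vs DMSO below 50%; inconclusive means fewer than 70 events counted for the yeast strain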;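 further: median channel GFP fluorescence of the barcoded RPL19A-GFP strain; ratio of sample median GFP to plate DMSO average so 100% = DMSO; lower means less RPL19A-GFP as with rapamycin TOR inhibition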
CR mimetic SO = lowers age-related superoxide in aged yeast cells; S. cerevisiae aged cells, superoxide DHE fluorescence; stronger effect = lower value; superoxide response (% of plate mean), % at 10 µM; hit rate 0.18% among 330,000;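 active means superoxide response under a set limit, about three screen SD below normal, cut at about 65% in these data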;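 further: yeast aged for seven days with compound at 30 °C before DHE staining; 100% = average MFI of all compound-treated wells on the plate with controls excluded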
VLA-4 inh = inhibition in a human VLA-4 binding assay. P13612. VLA-4 expressing cells, ligand binding flow cytometry. inhibition, % (about 7 µM as worked out from the volumes in the protocol). hit rate 0.2% among 330,000; in the data active means inhibition above about 50%
Target sequence (P13612 whole entry, looked up): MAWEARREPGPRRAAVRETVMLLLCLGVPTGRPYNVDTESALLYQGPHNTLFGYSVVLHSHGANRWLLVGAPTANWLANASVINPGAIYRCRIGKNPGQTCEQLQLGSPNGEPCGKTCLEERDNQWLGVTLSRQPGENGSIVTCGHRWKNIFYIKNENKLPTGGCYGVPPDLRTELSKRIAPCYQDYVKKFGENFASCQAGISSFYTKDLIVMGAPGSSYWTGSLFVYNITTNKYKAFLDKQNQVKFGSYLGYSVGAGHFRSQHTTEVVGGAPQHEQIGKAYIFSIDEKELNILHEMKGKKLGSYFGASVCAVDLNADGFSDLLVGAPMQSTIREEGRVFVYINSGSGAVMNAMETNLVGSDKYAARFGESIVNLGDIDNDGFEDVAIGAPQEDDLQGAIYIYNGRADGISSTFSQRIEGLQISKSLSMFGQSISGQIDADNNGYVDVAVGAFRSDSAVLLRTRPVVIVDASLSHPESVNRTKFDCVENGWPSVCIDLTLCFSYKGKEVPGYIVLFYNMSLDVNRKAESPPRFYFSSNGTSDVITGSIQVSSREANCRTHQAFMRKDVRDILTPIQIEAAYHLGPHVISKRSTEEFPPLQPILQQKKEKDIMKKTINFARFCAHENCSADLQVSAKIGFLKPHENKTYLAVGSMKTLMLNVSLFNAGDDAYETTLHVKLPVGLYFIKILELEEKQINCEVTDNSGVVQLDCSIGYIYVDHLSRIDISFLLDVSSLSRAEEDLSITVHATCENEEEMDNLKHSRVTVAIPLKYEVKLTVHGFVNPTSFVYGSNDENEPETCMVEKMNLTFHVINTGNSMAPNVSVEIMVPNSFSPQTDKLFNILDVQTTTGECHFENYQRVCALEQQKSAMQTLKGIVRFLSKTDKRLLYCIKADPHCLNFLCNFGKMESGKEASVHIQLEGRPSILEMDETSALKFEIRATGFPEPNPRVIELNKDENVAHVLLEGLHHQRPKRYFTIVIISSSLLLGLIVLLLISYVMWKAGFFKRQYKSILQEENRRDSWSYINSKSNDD
Starred values were filed as active, the others as inactive; ? = inconclusive; nt = not tested or not shown; & = joins results of further samples; ! = not active in a repeat; [ ] = remark or other dose.

A first look:
SMILES	AGP1 TOR yeast	CIT2 TOR yeast	MEP2 TOR yeast	LAP4 TOR yeast	GRK2 inh	RPL19A TOR yeast	CR mimetic SO	VLA-4 inh
N#Cc1cnn(CC2CCCCC2)c1N	98	96	121	109	0	102	104	25
O=C(Nc1ccccc1OC(F)F)c1cccc(S(=O)(=O)N2CCCC2)c1	98	92	112	95	2	102	103	13
O=C(NC1CC1)C1CCN(C2CCN(C(=O)c3ccc(C(F)(F)F)cc3)CC2)CC1	97	105	104	90	1	99	97	9
COc1ccc(-c2csc(N(CCCN(C)C)C(=O)c3ccccc3F)n2)cc1	109	108	96	100	4	102	91	4
CC(C)(C)c1ccc(NC(=O)Nc2ccc(OCC(=O)N3CCOCC3)cc2)cc1	105	101	105	107	0	99	101	16

Main list, repeating the preview:
SMILES	AGP1 TOR yeast	CIT2 TOR yeast	MEP2 TOR yeast	LAP4 TOR yeast	GRK2 inh	RPL19A TOR yeast	CR mimetic SO	VLA-4 inh
N#Cc1cnn(CC2CCCCC2)c1N	98	96	121	109	0	102	104	25
O=C(Nc1ccccc1OC(F)F)c1cccc(S(=O)(=O)N2CCCC2)c1	98	92	112	95	2	102	103	13
O=C(NC1CC1)C1CCN(C2CCN(C(=O)c3ccc(C(F)(F)F)cc3)CC2)CC1	97	105	104	90	1	99	97	9
COc1ccc(-c2csc(N(CCCN(C)C)C(=O)c3ccccc3F)n2)cc1	109	108	96	100	4	102	91	4
CC(C)(C)c1ccc(NC(=O)Nc2ccc(OCC(=O)N3CCOCC3)cc2)cc1	105	101	105	107	0	99	101	16
N#Cc1ccc(COC(=O)CSc2nnc(C3CCCCC3)n2N)cc1	97	94	97	98	2	97	98	-21
Cc1ncc(CN2CCC(C(=O)Nc3ccc(-n4cccn4)cc3)CC2)s1	100	116	105	99	1	103	107	1
CCOC(=O)C1=C(O)CSC1=Nc1ccc(Cl)cc1	95	78	97	85	0	82	99	15
Cc1cc(C(=O)Nc2nc3c(s2)CCCC3)no1	100	98	108	102	0	98	103	4
Nc1nc(-c2ccc(Cl)cc2)nn1C(=O)c1cccnc1	93	99	101	106	0	102	123	8
CC1CCCCN1S(=O)(=O)c1ccc(C(=O)Nc2ccccc2-c2nc3ccccc3s2)cc1 (stereo unspecified)	104	99	99	103	0	99	100	21
O=C(/C=C/c1ccccc1)N/C(=C/c1ccccc1)C(=O)Nc1cccc(C(=O)O)c1	122	104	113	122	4	108	97	1
COc1ccc(C2C(C(=O)NCCN(C)C)c3cc(OC)c(OC)cc3C(=O)N2C)cc1OC (stereo unspecified)	106	103	98	103	1	99	105	14
Cc1ccc(C(=O)Nc2cccnc2)cc1NC(=O)c1ccco1	98	99	99	96	4	94	90	15
O=C(NCCCNC(=O)c1ccco1)c1ccc(Cl)c(Cl)c1	102	99	102	98	2	103	101	-3
O=C(NCCC(c1ccccc1)c1ccccc1)c1ccc(Br)o1	99	88	95	105	0	102	110	-3
O=C(NCc1n[nH]c(=S)n1-c1ccc(F)cc1)c1ccc(S(=O)(=O)N2CCCC2)cc1	98	101	105	97	0	99	87	2
O=C1NCCCC1C(=O)N/N=C/c1cc([N+](=O)[O-])ccc1O (stereo unspecified)	98	109	102	119	2	101	125	-13
S=C(NCc1ccccc1)N1CCN(Cc2ccc3c(c2)OCO3)CC1	101	100	90	96	0	98	106	10
CCOC(=O)c1c(-c2cccc([N+](=O)[O-])c2)csc1NC(=O)CCCOc1ccccc1	101	96	97	110	0	101	87	13
O=C(CN(C(=O)CCC(=O)Nc1ccccn1)c1ccc2c(c1)OCCO2)NCCc1ccccc1	101	103	100	97	1	99	81	-1
CC1(C)C2CCC1(CS(=O)(=O)NC(CC(=O)O)c1cccc(Br)c1)C(=O)C2 (stereo unspecified)	67	82	105	88	0	97	93	9
Cc1cc(Cl)ccc1OC(C)C(=O)Nc1ccc(S(=O)(=O)N2CCOCC2)cc1 (stereo unspecified)	101	97	122	120	0	103	101	-1
CC(=O)CSc1nnc(C(F)(F)F)n1C	109	112	107	117	1	102	100	-5
Cc1ccccc1C(=O)Nc1nncs1	99	84	100	90	2	100	102	11
O=C1/C(=C\c2ccncc2)CCc2ccccc21	94	99	103	103	1	98	106	5
Cc1ccccc1N1CCN(Cc2ccc(Br)o2)CC1	108	102	104	96	1	102	104	6
Cc1nccn1CCCNCc1c(C(=O)N2CCCCCCC2)nc2ccc(Cl)cn12	98	93	96	101	0	97	104	6
Nc1ccc(C(=O)O)c(O)c1	84&105&87&92[may fluoresce red]	79&100&86&86[may fluoresce red]	94&104&96&94[may fluoresce red]	384*![may fluoresce red]	0&1&0&3	?	102&122&94&100	40&38&5&15
CCOc1ccc2noc3c2c1C(=O)c1ccccc1-3	103	121	163	247*	33	92	118	-443
CC1Oc2ccccc2N(CC(=O)N2CCCCC2)C1=O (stereo unspecified)	103	100	106	97	0	107	100	4
CC(C)(C)c1ccc(C(=O)NCCC(=O)NC2=NCCS2)cc1	97	96	98	95	0	97	123	24
O=C1c2ccccc2C(=O)N1CCOCCN1C(=O)c2ccccc2C1=O	103	103	99	96	0	94	105	-37
CC1(C)CC(NC(=O)COc2ccccc2Cl)CC(C)(C)N1	106	103	107	91	2	110	104	2
CC(=O)Nc1ccc(NC(=O)CN2CCCC(C)C2)c(Cl)c1 (stereo unspecified)	114	107	104	104	0	110	89	11
Cc1nn(Cc2ccccc2)c2ncccc12	99	97	102	95	0	101	95	7

Ordered by the number under MEP2 TOR yeast (smallest number first): three from the list above
SMILES,MEP2 TOR yeast
N#Cc1ccc(COC(=O)CSc2nnc(C3CCCCC3)n2N)cc1,97
O=C1NCCCC1C(=O)N/N=C/c1cc([N+](=O)[O-])ccc1O (stereo unspecified),102
O=C(NCc1n[nH]c(=S)n1-c1ccc(F)cc1)c1ccc(S(=O)(=O)N2CCCC2)cc1,105

(next part)
SMILES	AGP1 TOR yeast	CIT2 TOR yeast	MEP2 TOR yeast	LAP4 TOR yeast	GRK2 inh	RPL19A TOR yeast	CR mimetic SO	VLA-4 inh
CCc1cccc(C)c1NC(=O)COC(=O)Cn1c(C)csc1=O	95	94	99	101	4	96	87	6
Cc1cc(S(=O)(=O)Nc2nc(CN3CCOCC3)nc3sc4c(c23)CCC4)ccc1F	104	114	111	96	3	102	100	1
O=C(NCC1OCCc2ccccc21)c1ccc(NC(=O)c2ccc(Cl)cc2Cl)cc1 (stereo unspecified)	104	102	102	96	1	102	116	4
COc1ccc(N2C(=O)/C(=C/N(C)C)NC2=S)cc1	104	105	115	109	0	104	106	2
CCC(C(=O)Nc1ccccc1)c1ccccc1 (stereo unspecified)	104	104	110	102	0	103	119	1
Cc1cc(C)c(C(=O)Cn2nc(C(=O)O)c3ccccc3c2=O)cc1C	88	97	96	97	1	100	88	6
Cc1cc(C)c(C#N)c(SCc2ccccc2C)n1	92	95	95	93	2	100	90	18
COc1ccc(C(O)c2nccc3cc(OC)c(OC)cc23)cc1OC (stereo unspecified)	95	89	99	101	1	94	76	5
CC(NC(=O)c1ccco1)C(=O)N1CCc2ccccc2C1 (stereo unspecified)	104	107	108	103	1	104	99	0
COc1ccc(C)cc1N1C(=N)/C(=C2/Nc3ccccc3S2)C(c2ccccc2)C1=O (stereo unspecified)	92	89	99	135	5	88	83	1
COc1ccc(CCNC(=S)NCc2cccs2)cc1OC	92	99	136	88	0	93	102	1
N#CCCn1c(SCC(=O)NCC2CCCO2)nc2ccccc21 (stereo unspecified)	95	91	92	84	0	98	106	10

Just LAP4 TOR yeast, for some of the entries so far:
canonical_smiles	LAP4 TOR yeast
COc1ccc(CCNC(=S)NCc2cccs2)cc1OC	88
CC(NC(=O)c1ccco1)C(=O)N1CCc2ccccc2C1 (stereo unspecified)	103
CCc1cccc(C)c1NC(=O)COC(=O)Cn1c(C)csc1=O	101
COc1ccc(N2C(=O)/C(=C/N(C)C)NC2=S)cc1	109
Cc1cc(C)c(C(=O)Cn2nc(C(=O)O)c3ccccc3c2=O)cc1C	97
Cc1cc(C)c(C#N)c(SCc2ccccc2C)n1	93

Next results follow.
SMILES	AGP1 TOR yeast	CIT2 TOR yeast	MEP2 TOR yeast	LAP4 TOR yeast	GRK2 inh	RPL19A TOR yeast	CR mimetic SO	VLA-4 inh
CCOc1ccc(S(=O)(=O)NCCC2=CCCCC2)c2ccccc12	nt	101	100	102	1	103	105	0
CCOc1cc(C(=O)Nc2cnccn2)cc(OCC)c1OCC	102	103	104	104	0	105	107	9
CCCCC(C(=O)OCC(=O)c1ccc(OC)cc1)N1C(=O)c2ccccc2C1=O (stereo unspecified)	104	98	107	114	0	104	88	-3
Cc1ccc(Sc2cnccc2C#N)cc1	103	108	105	92	0	102	92	-25
Cc1cccc(OCc2nnc(SCC(=O)O)n2Cc2ccccc2)c1	90	88	92	93	0	92	105	0
Cc1nc2ccccc2c(=O)n1/N=C/c1ccccc1F	91	88	102	100	0	108	89	-2
Cc1ccc(C)c(NC(=O)COC(=O)c2ccc(S(=O)(=O)N3CCCCC3)cc2)c1	105	99	103	101	0	106	114	4
CN(C)S(=O)(=O)c1ccc2c(c1)C(=NNC(N)=O)c1cc(S(=O)(=O)N(C)C)ccc1-2	98	98	102	94	0	101	132	-18
CCn1cc(C(=O)Nc2ccc(C)cc2C)c(=O)c2ccc(C)nc21	100	112	96	96	0	100	99	-2
Nc1c(C(=O)Nc2ccc3c(c2)OCCO3)nnn1Cc1ccc(Br)cc1	106	107	97	111	0	99	97	12
Cc1ccc(S(=O)(=O)NC(CC(=O)O)c2ccco2)cc1 (stereo unspecified)	nt	105	104	105	0	101	86	4
CC(Oc1ccccc1F)C(=O)NC1CCS(=O)(=O)C1 (stereo unspecified)	97	106	100	95	5	99	104	-3
COC(=O)c1ccc(NC(=O)CNC(=O)c2sc3ccccc3c2Cl)cc1	94	88	101	99	2	97	105	1
CC(c1ccccn1)N(CCN(C)C)C(=S)Nc1cccc(F)c1 (stereo unspecified)	nt	105	99	99	0	96	134	4
O=C(Nc1nc2ccc(S(=O)(=O)N3CCCC3)cc2s1)c1ccco1	90	98	98	84	1	98	89	3
CCCc1cc(=O)oc2c(CN3CCCC3)c(O)c(Cl)cc12	78	100	109	94	3	92	100	-2
O=C(c1ccc(S(=O)(=O)N2CCOCC2)cc1)N1CCN(C2=NS(=O)(=O)c3ccccc32)CC1	92	99	95	98	2	nt	106	2
O=C(NCCc1ccccc1)c1cnn2c(C(F)F)cc(C3CC3)nc12	97	94	105	100	5	98	114	-7
COc1ccccc1C1=NOC(C(=O)N2CCN(C(=O)c3ccco3)CC2)C1 (stereo unspecified)	99	100	107	101	1	98	100	4
O=C(Nc1ccccc1)Nc1nc(-c2ccc(Cl)cc2)cs1	104	101	105	99	0	106	86	0
COc1cc(C(=O)NC(CCSC)C(=O)OCC(=O)NC(=O)C2CCCCC2)cc(OC)c1OC (stereo unspecified)	95	86	115	95	0	100	94	8
CCCCNc1c(-c2ccc(OC)c(Sc3ccc(OC)cc3)c2)nc2ccccn12	89	90	99	143	0	102	104	-8

Screening data deposited in PubChem by NMMLSC.
